inhibitors of VEEV: inhibitors of VEEV TC-83 cytopathic effect, confirmation, Vero cells (AID 588727) | Vero cells, VEEV TC-83 cytopathic effect inhibition; higher % means a stronger effect | inhibition, % at 20 µM, or IC50 in µM where a hit was titrated | actives 0.13% (n = 350,000); in the data active means a potency from the dose series; inconclusive means inhibition mostly from about 14% at the one dose, without a potency; inactive means the rest, 99 in 100 with inhibition below about 12%; further: strong numbers were not always called active
Salmonella PhoP GFP: Inhibition of PhoP regulon, Salmonella typhi GFP reporter cells, confirmation, 4 h (AID 1850). inhibition, % at 50 µM; hits with a dose series show IC50 in µM. actives 0.33% (n = 310,000). Salmonella Typhi PhoP-promoter GFP reporter, fluorescence, 4 h; higher % means a stronger effect; in the data active means a potency from the dose series; inconclusive means inhibition mostly from about 25% at the one dose, without a potency; inactive means the rest, 99 in 100 with inhibition below about 19%;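 further: 0% = induced wells with vehicle and 100% = uninduced wells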
M. tuberculosis: growth inhibition of non-replicating M. tuberculosis (AID 488890); Mycobacterium tuberculosis non-replicating, growth inhibition; higher % means a stronger effect; one-dose inhibition, % at 25 µM; IC50 in µM for titrated hits; actives 0.39% (n = 320,000); in the data active means a potency from the dose series; inconclusive means inhibition mostly from about 82% at the one dose, without a potency; inactive means the rest, 99 in 100 with inhibition below about 76%;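 further: plate controls were DMSO cells for no effect and high antibiotic wells for full effect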
H37Rv inhibition: M. tuberculosis growth inhibition, HTS (AID 449762); actives 0.59% (n = 330,000); M. tuberculosis H37Rv growth inhibition, 7H9 media; higher % means a stronger effect; inhibition, % at 25 µM; hits with a dose series show IC50 in µM; in the data active means a potency from the dose series; inconclusive means inhibition above about 70% without an active follow-up result;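 further: bacterial growth assessed after seven days of incubation; strong numbers were not always called active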
influenza NS1A: H1N1 influenza NS1A inhibitors, functional cell based assay (AID 504329) | NS1A functional cell-based assay, percent inhibition; higher % means a stronger effect | one-dose inhibition, % at 12.5 µM; IC50 in µM for titrated hits | actives 0.3% (n = 340,000); in the data active means a potency from the dose series; inconclusive means inhibition above about 27% without an active follow-up result; further: strong numbers were not always called active
inhibitors of VEEV 10K pilot screen: recorded beside inhibitors of VEEV, whose call it bears; inhibition, %; measured here: 10K pilot screen inhibition
Starred values were filed as active, the others as inactive; i = inactive; ? = inconclusive; · = not tested or not shown.

SMILES | inhibitors of VEEV | Salmonella PhoP GFP | M. tuberculosis | H37Rv inhibition | influenza NS1A | others
CC(C)N1CCN(CC#Cc2ccccc2)CC1CCO (stereo not given) | 0.2% | -6% | 6% | 1% | 2%
N#CC1(c2cccc(Br)c2)C(=O)Nc2ccccc21 (stereo not given) | i | · | · | · | -2%
CC(=O)NCCCOc1ccc([N+](=O)[O-])cc1Cl | 1.6% | -7% | 8% | -5% | 6%
COc1ccc(OC)c(NC(=O)C(=O)NCCC2=CCCCC2)c1 | 7.6% | -14% | 27% | 1% | 4%
CCOC(=O)c1cnc2c(cnn2C)c1NCCCn1ccnc1 | 1.5% | 2% | 14% | -10% | -2%
CC(C)n1cnc2c(N(C)c3cccc(Cl)c3)nc(N(CCO)CCO)nc21 | 7.8% | -4% | 10% | 8% | -1%
COc1cc2c(cc1NC(=O)/C=C/c1ccccc1)oc1ccccc12 | 3.3% | -14% | -14% | 26% | -7%
CC(C)(C)c1ccc(OCC(=O)N2CCN(c3ccccn3)CC2)cc1 | 0.4% | · | 26% | 6% | 11%
CCN(CC)CCCCN1c2ccccc2Sc2ccccc21 | 0.4% | 6% | 46% | 10% | -19%
COc1cccc(-c2nc(CS(=O)(=O)CC(=O)Nc3ccccc3Br)c(C)o2)c1 | 4.0% | 2% | 4% | -5% | 1%
O=[N+]([O-])c1ccccc1S(=O)(=O)N1CCN(CC2CC3C=CC2C3)CC1 (stereo not given) | 1.1% | 7% | -9% | -5% | 2%
CCCCn1c(N)c(N(CC(C)C)C(=O)CC2CCCCC2)c(=O)[nH]c1=O | 10% | 2% | -2% | -6% | 0%
CCC(=NNC(=O)c1cccc(S(=O)(=O)N2CCOCC2)c1)c1ccccc1 | 0.7% | · | 14% | 6% | -23%
N#CCCn1cc(/C=N/NC(=O)c2ccncc2)c(-c2ccc(F)cc2)n1 | 0.1% | -2% | 44% | ? | -6% | inhibitors of VEEV 10K pilot screen=0.9
NS(=O)(=O)c1ccc(N/N=C/c2ccncc2)cc1 | 2.2% | 2% | -13% | 7% | 4%
O=C(CNC(=O)c1cccs1)NCC(=O)OCC(=O)c1ccc([N+](=O)[O-])cc1 | 1.5% | 9% | 4% | -4% | 8% | inhibitors of VEEV 10K pilot screen=0.1
CCc1noc(C)c1C(=O)OC(C)C(=O)Nc1ccc(Cl)cn1 (stereo not given) | 0.1% | · | 10% | -6% | -22%
O=C(O)C1Cc2c([nH]c3ccccc23)C(c2ccc3c(c2)OCO3)N1 (stereo not given) | 0.7% | 11% | 50% | 53% | 4%
CC(=O)NC(Cc1ccc(N(CCCl)CCCl)cc1)C(=O)NCC(=O)NCC(=O)O (stereo not given) | 0.7% | 6% | -31% | 5% | 1%
CCOC1OC(=O)C(Cl)=C1Nc1cc(C)ccc1C (stereo not given) | 0.3% | 8% | 23% | -3% | 3%
COC(=O)c1ccccc1NC(=O)C(=O)NCC1CCCO1 (stereo not given) | 0.7% | 0% | 14% | 1% | 1%
CCc1nnc(NC(=O)CCC(=O)NC2CCCCCCC2)s1 | 2.4% | -12% | -9% | -1% | -2%
O=C(N/N=C/c1ccc(F)cc1)c1cc(-c2ccco2)nc2ccccc12 | i | -5% | 16% | -3% | 17%
CN(C)c1cccc2c(S(=O)(=O)Nc3ccccn3)cccc12 | 0.8% | -6% | -10% | -22% | -1%
Cc1ccc(S(=O)(=O)N2CCCCC2C(=O)NCc2ccco2)cc1 (stereo not given) | i | -6% | 15% | -6% | 6%
Cc1ccc(S(=O)(=O)NCCc2cc3ccc(C)cc3[nH]c2=O)cc1 | i | 1% | 1% | -2% | 5%
CCCC(=O)NC(Oc1ccc(C(C)=O)cc1)C(Cl)(Cl)Cl (stereo not given) | 0.5% | -12% | -2% | -7% | -7%
CCN(CCCNC(=O)C1CCCN(S(=O)(=O)CC)C1)c1cccc(C)c1 (stereo not given) | i | 4% | -9% | -5% | -18%
CC(C)OC(=O)c1cccc(NC(=O)c2ccccc2)c1 | 6.7% | 3% | 29% | 1% | -17%
CCOC(=O)c1[nH]c(C)c(C(=O)OCC(=O)N(CC)C2CCS(=O)(=O)C2)c1C (stereo not given) | 2.5% | 1% | -4% | 2% | -11%
CC(=O)CC1OC(=O)C(Br)=C1NCc1ccccc1 (stereo not given) | i | 29% | 28% | 4% | 0%
COc1ccccc1-c1nnc(SCC(=O)OC(C)C)o1 | 4.5% | 11% | ? | ? | 5%
Cc1cc(C)c(S(=O)(=O)N2CCCOC2CNC(=O)C(=O)NCc2cccs2)c(C)c1 (stereo not given) | 1.0% | -1% | 3% | 5% | -3%
COC(=O)COc1cc(=O)oc2ccc(NS(=O)(=O)c3ccccc3)cc12 | 0.8% | -6% | -7% | 12% | -1%
Cc1ccc(CNC(=O)C2CCC(=O)N(CCc3cccc(F)c3)C2)cc1 (stereo not given) | 1.1% | -5% | 10% | -5% | -7%
O=C1c2ccsc2SCCN1Cc1c(Cl)cccc1Cl | 1.6% | 11% | 32% | 0% | 2%

Arranged by length of the SMILES (largest number first): some entries from above.
SMILES | inhibitors of VEEV | Salmonella PhoP GFP | M. tuberculosis | H37Rv inhibition | influenza NS1A | others
CC(=O)NC(Cc1ccc(N(CCCl)CCCl)cc1)C(=O)NCC(=O)NCC(=O)O (stereo not given) | 0.7% | 6% | -31% | 5% | 1%
CCCCn1c(N)c(N(CC(C)C)C(=O)CC2CCCCC2)c(=O)[nH]c1=O | 10% | 2% | -2% | -6% | 0%
CCc1noc(C)c1C(=O)OC(C)C(=O)Nc1ccc(Cl)cn1 (stereo not given) | 0.1% | · | 10% | -6% | -22%
CCOC(=O)c1cnc2c(cnn2C)c1NCCCn1ccnc1 | 1.5% | 2% | 14% | -10% | -2%
NS(=O)(=O)c1ccc(N/N=C/c2ccncc2)cc1 | 2.2% | 2% | -13% | 7% | 4%
CCOC1OC(=O)C(Cl)=C1Nc1cc(C)ccc1C (stereo not given) | 0.3% | 8% | 23% | -3% | 3%

Retrieved one by one from above (2):
SMILES | inhibitors of VEEV | Salmonella PhoP GFP | M. tuberculosis | H37Rv inhibition | influenza NS1A | others
Cc1ccc(S(=O)(=O)N2CCCCC2C(=O)NCc2ccco2)cc1 (stereo not given) | i | -6% | 15% | -6% | 6%
O=C1c2ccsc2SCCN1Cc1c(Cl)cccc1Cl | 1.6% | 11% | 32% | 0% | 2%

(more compounds)
SMILES | inhibitors of VEEV | Salmonella PhoP GFP | M. tuberculosis | H37Rv inhibition | influenza NS1A | others
Cc1ccccc1OCCn1cc(/C=C(\C#N)C(=O)NCc2ccco2)c2ccccc21 | i | -3% | -5% | -12% | 2%
Cc1nc2ccc(N)nc2nc1C | 1.3% | · | · | · | -19%
CCNC(=O)CC1SC(=Nc2ccc(C)cc2)NC1=O (stereo not given) | 1.7% | 1% | -17% | -4% | -2%
O=C(Nc1cccc(Br)c1)c1cccc(OC(=S)N2CCOCC2)c1 | 6.2% | 3% | 16% | 10% | -3%
CCOC(=O)N1CCN(C(=O)CN(c2cccc(C)c2)S(=O)(=O)c2ccccc2)CC1 | i | -3% | 0% | 1% | -9%
Cc1ccc(C)c(OCCn2c(=O)c3c(ncn3C3CCCC3)n(Cc3ccccc3)c2=O)c1 | 4.8% | 0% | 37% | 11% | -12%
CCC(C)(C)c1ccc(OCCCC[n+]2cccc(C)c2)c(C(C)(C)CC)c1 | ? | · | · | · | 5%
COc1ccc(-n2c(C)c(C(C)=O)c(C(C)=O)c2C)cc1OC | 0.5% | -5% | 13% | -6% | -13%
COc1cccc(CNCC(=O)N2C(C)CCCC2C)c1 (stereo not given) | 0.0% | -8% | 8% | -4% | 4%
COc1ccc2sc(N(CCCN(C)C)C(=O)c3ccc(S(=O)(=O)N(C)Cc4ccccc4)cc3)nc2c1 | 59% | 8% | 14% | -11% | 14%
Cc1c(N=C(N)/N=C(\N)Nc2ccccc2)c(=O)n(-c2ccccc2)n1C | 0.1% | -3% | 7% | -7% | 6%
CC(=O)Nc1cccc(NC(=O)CSc2nnc(Cc3cccn3C)n2CCc2ccccc2)c1 | 2.7% | -6% | 21% | -1% | 7%
CN(C(=O)c1cccc(NC(=O)Cc2ccc(NC(=O)C3CCN(C(=O)c4ccccc4)CC3)cc2)c1)C1CCC1 | i | · | · | · | 9%
O=C(NCc1ccccc1Br)c1cccc2c1C(=O)c1ccc(N3CCOCC3)cc1S2(=O)=O | · | · | -5% | 1% | ·
CC(=NCc1ccco1)c1c(O)n(C2CCCCC2)c(=O)[nH]c1=O | 0.1% | -8% | 29% | -14% | 3%
CCOC(=O)C1=C(CC)Nc2ccccc2N=C1N | 4.9% | -20% | 5% | 4% | 2%
COc1cc([N+](=O)[O-])c2nc(C)ccc2c1[N+](=O)[O-] | 8.5% | · | · | · | -14%
O=c1[nH]c2ccccc2nc1C(Cl)c1ccccc1 (stereo not given) | · | -10% | 10% | 1% | ·
Cc1ccc2nc(SCC(=O)Nc3ccccc3F)nc(=O)n2c1 | 3.8% | -1% | -23% | -4% | -5%
O=C(N/N=C/C=C/c1ccccc1)c1n[nH]c2c1CCC2 | 8.2% | 4% | 25% | 6% | -5%
O=C(NCCc1nc(-c2ccccc2Cl)no1)c1ccccc1 | 1.2% | -9% | -12% | -8% | 9%
Cc1cc(SCC(=O)Nc2ccc(O)cc2)n2nc(C)c(-c3ccccc3)c2n1 | 9.2% | 1% | 9% | 5% | -24%
O=[N+]([O-])c1ccc(Cl)c(CN2CCC(O)CC2)c1 | 1.4% | -5% | 2% | 4% | -7%
Cc1cccc(C)c1N(CC(O)Cn1c2ccccc2c2ccccc21)S(C)(=O)=O (stereo not given) | i | 7% | 10% | 5% | 6%
COC(=O)c1ccc(C(=O)OC)c(NC(=O)COC(=O)c2ccc(OC)c(OC)c2OC)c1 | 0.3% | 8% | -11% | -4% | 6%
Cc1ccc(C(=O)NCCNC(=O)c2ccc(F)cc2)cn1 | 1.0% | 10% | -10% | 0% | -7%
Cn1c(CNC(=O)CNC(=O)c2ccccc2F)cc(=O)n(C)c1=O | 2.1% | 3% | 3% | -8% | 0%
O=S(=O)(NC1CC1)c1cccc(S(=O)(=O)N2CCCC2)c1 | 0.9% | -2% | 1% | -1% | -2%
COc1ccc(S(=O)(=O)N2CCC(C(=O)Nc3ccccc3C)CC2)c2cccnc12 | 1.3% | 3% | 17% | 1% | -19%
O=C(c1cc2cc(Cl)cc(Cl)c2oc1=O)N1CCOCC1 | 0.5% | 0% | 1% | 9% | -2%
CCS(=O)(=O)c1ccc(NC(=O)c2ccccc2Cl)c(O)c1 | 0.7% | 6% | -28% | -7% | 2%
Cc1ccc(NC(=O)CN(C)CC(=O)Nc2ccccc2-c2ccccc2)cc1 | 1.8% | -12% | 34% | -3% | 5%
CC(C)c1ccc2oc(=O)cc(CN3CCN(c4ccccc4)CC3)c2c1 | 4.0% | -7% | 30% | 2% | 1%
Cc1ccccc1NC(=O)C1CCCN1C(=O)NC1CCCCC1 (stereo not given) | i | 6% | -1% | -2% | -2%
COC(=O)[C@@H]1C[C@@]2(Br)c3ccccc3N(S(=O)(=O)c3ccccc3)[C@H]2N1C(=O)OC | 0.1% | 0% | -4% | -6% | -2%
CCOc1cc(C2/C(=C(/O)c3ccc(S(=O)(=O)N4CCCCC4)cc3)C(=O)C(=O)N2CCOC)ccc1O (stereo not given) | 1.7% | -1% | -15% | -1% | 0%
O=[N+]([O-])c1cccc(-c2ccc(/C=N/NC(=S)NCc3ccco3)o2)c1 | 1.5% | 3% | -18% | -1% | 4%
Cc1ccc(C)c(OCCn2cc(/C=C(\C#N)C(=O)NCc3cccs3)c3ccccc32)c1 | 1.3% | -2% | -10% | -5% | -15%
Cc1c(C(c2cccc([N+](=O)[O-])c2O)c2c(C)n(C)n(-c3ccccc3)c2=O)c(=O)n(-c2ccccc2)n1C | 3.7% | -3% | 2% | -3% | -5%
CCOC(=O)c1c(NC(=O)Cc2cccs2)sc2c1CCCC2 | 7.2% | -2% | 2% | -3% | -13%
Cc1nc(CNS(=O)(=O)c2cccs2)cs1 | i | -9% | -16% | 9% | 4%
CC(C)(C)CN1CCN(Cc2c[nH]c3ccccc23)CC1CCO (stereo not given) | 0.1% | -1% | 12% | 8% | -1%
COc1ccc(C(=O)OCC(=O)NC(C)(C)C)cc1[N+](=O)[O-] | 0.6% | -1% | -12% | -2% | -4%
COc1cc(CC(=O)Nc2sccc2C(N)=O)cc(OC)c1OC | 3.2% | 6% | -6% | -4% | 4%
O=C(CCC(=O)N(CC(=O)NC1CCCCC1)c1ccc2c(c1)OCO2)Nc1ccccn1 | 3.9% | -5% | -13% | 1% | -4%
COc1ccc(/C(O)=C2\C(=O)C(=O)N(CCN3CCOCC3)C2c2ccccc2OC)cc1 (stereo not given) | 0.6% | · | · | · | -6%
